Source: PubChem BioAssay
NCI-60 one-dose screen, 48 h, at 10 µM unless noted. Numbers give growth in % (100 = growth as untreated, 0 = no growth, -100 = all killed).
PC-3 – PC-3 prostate cancer cells; 3.9% of 80,000 active; AID 1794754
OVCAR-8 – OVCAR-8 ovarian cancer; 4.4% of 81,000 active
DU-145 – DU-145 prostate cancer; 4.2% of 81,000 active; AID 1794760
SF-268 – SF-268 CNS cancer cells. 3.1% of 82,000 active. AID 1794759
SF-295 – SF-295 CNS cancer cells | 5.6% of 79,000 active | AID 1794758
U251 – U251 CNS tumor cells; AID 1794753; 5.4% of 80,000 active
SNB-19 – SNB-19 CNS cancer cells | 2.5% of 81,000 active
SF-539 – SF-539 CNS cancer | 6.8% of 81,000 active
* marks the source's active call; other numbers are inactive results; / = no result given; & = joins results of further samples. The calls were made as follows: active = growth percent below 10; inactive = the rest.

SMILES	PC-3	OVCAR-8	DU-145	SF-268	SF-295	U251	SNB-19	SF-539
COc1ccc(/C=C(/C(=O)N2CCCC2)c2cc(OC)c(OC)c(OC)c2)cc1	26	40	17	60	18	25	47	17
COc1ccc(S(=O)(=O)n2cc(C(=O)C(=O)Nc3ccncc3)c3ccccc32)cc1F	80	69	86	82	43	77	79	69
CC(C)(C)[Si](C)(C)OCC1OC(n2cnc3c(=O)[nH]cnc32)CC1O (stereo unspecified)	93	104	113	106	98	98	117	99
O=C1CNc2cccc3cccc(c23)NC1	/	101	112	104	111	103	102	92
CCO/C=C1\SC(=S)N(CCc2ccc(OC)c(OC)c2)C1=O	96	96	106	100	114	101	109	106
CCN(C(=O)CCl)C(C)(C)C(SSSC(c1ccc(Cl)cc1)C(C)(C)N(CC)C(=O)CCl)c1ccc(Cl)cc1 (stereo unspecified)	63	78	86	91	90	64	117	88
C=CCc1c(O)c(C(=O)/C=C/c2ccc(Cl)cc2)c(OC)c2ccoc12	31	43	79	54	33	38	63	51
N#Cc1ccc(O)c(C2=NCC(Cc3ccccc3)O2)c1 (stereo unspecified)	35	37	56	52	31	24	56	69
CC1=CC(=O)c2ccccc2C1=O	108	107	113	119	109	101	101	104
CN(C)CCCC1(c2ccc(F)cc2)OCc2cc(-c3ncccc3Cl)ccc21 (stereo unspecified)	86	99	101	83	91	93	96	90
COc1cc(-c2ccc[nH]2)[nH]c1/C=C1\N=C(C)C(C(=O)CCCCC(=O)Nc2ccc(-c3c4nc(c(-c5ccccc5)c5ccc([nH]5)c(-c5ccccc5)c5nc(c(-c6ccccc6)c6ccc3[nH]6)C=C5)C=C4)cc2)=C1C	96	102	105	93	/	/	97	111
Cc1cc(C(O)CN(CCC(C)C)CCC(C)C)cc2c1ccc1cc(C(C)C)ccc12 (stereo unspecified)	81	89	87	89	95	77	91	81
CCCC(C)NCCOC(=O)Nc1ccccc1 (stereo unspecified)	97	99	105	109	92	101	101	103
C[C@]12C=CC(=O)NC1CCC1C2CC[C@@]2(C)C1CC[C@@H]2C(=O)Nc1cc(C(F)(F)F)ccc1C(F)(F)F (stereo partly specified)	61	89	87	87	59	82	103	91
COCCOCCOCCOCCOc1ccc2c(c1)C(=O)c1nc3ncccc3c(=O)n1-2	-8.6*	0.2*	-95*	-19*	-97*	-64*	-87*	-90*
COc1cc(C2=NN(C(C)=O)C(c3sc(Cl)nc3Cl)C2)cc(OC)c1OC (stereo unspecified)	84	85	102	94	88	83	91	94
CN(c1ccccc1)c1ncnc2c1ncn2C	96	102	108	98	109	99	102	107
COc1ccc(-c2nn(-c3ccccc3)cc2/C=C2\SC(=S)N(c3ccc(C)cc3)C2=O)cc1	87	100	101	97	94	99	93	97
CCOC(=O)c1nn(-c2ccn(C)n2)c(C(=O)OCC)c1N	/	100	110	100	101	99	97	92
CC(C)(C=O)CCC#N	85	114	121	106	103	91	/	100
CN(N=C1CCC(C2CCCCC2)CC1)c1ccccc1 (stereo unspecified)	94	105	114	118	107	103	93	95
Nc1[nH]cnc(=S)c1N	100	111	116	110	126	109	106	100
CN(C)c1ccc2c(c1)CN1C(=O)c3ccccc3C1=N2	86	101	105	97	106	91	105	99
OCCNc1c(Cl)c(Cl)c(Cl)c(Cl)c1Cl	90	73	97	87	89	91	84	/
N#Cc1c(-c2ccc(F)cc2)nc(N/N=C/c2cccc(O)c2)nc1N1CCOCC1	73	70	66	88	99	73	96	78

Laid out differently: entries from further up.
molecule | PC-3 | OVCAR-8 | DU-145 | SF-268 | SF-295 | U251 | SNB-19 | SF-539
COc1cc(C2=NN(C(C)=O)C(c3sc(Cl)nc3Cl)C2)cc(OC)c1OC (stereo unspecified) | 84 | 85 | 102 | 94 | 88 | 83 | 91 | 94
CN(c1ccccc1)c1ncnc2c1ncn2C | 96 | 102 | 108 | 98 | 109 | 99 | 102 | 107

Next section.
SMILES	PC-3	OVCAR-8	DU-145	SF-268	SF-295	U251	SNB-19	SF-539
Oc1ccc2ccccc2c1N=Nc1ccc2ncsc2c1	102	99	98	95	111	104	104	98
CN(C)c1ccc(/C=C2\C(=O)Nc3ccc(Cl)cc32)s1	/	78	92	85	100	58	76	68
CCN(CC)Cc1cccc(C)c1OC(=O)c1ccccc1	102	104	121	113	99	102	107	103
O=c1oc2c(cnc3ccccc32)cc1-c1cccc(Cl)c1	98	109	108	99	101	98	98	95
COc1ccc(/C(CSc2nc3[nH]c(=O)n(C)c(=O)c3[nH]2)=N\O)cc1	109	104	103	95	104	106	104	101
O=C(CCCN1C(=O)c2ccccc2C1=O)Nc1nc2ccccc2[nH]1	95	98	103	95	108	91	96	91
O=C1CC2(CCOCC2)Oc2ccccc21	109	106	106	106	95	103	92	97
O=C(O)CNCc1ccc(Cl)cc1	101	101	109	107	103	103	99	102
Clc1ccc(Cc2nnc(Nc3nc4ccccc4s3)s2)cc1	82	111	91	95	101	100	91	96
ClCCOC1CC2CCC1C2 (stereo unspecified)	101	101	115	105	107	104	106	106
O=C1C(=O)N(CN2CCN(c3cc(=O)n(-c4ccccc4)c4ccccc34)CC2)c2ccccc21	92	102	90	77	104	109	104	90
Fc1ccc(-c2ccc3c(NCc4ccccn4)nc(N4CCOCC4)nc3c2)cc1	105	110	105	96	99	106	110	102
CCc1c(C)c2cc3c(oc(=S)n3C/C=C\c3ccccc3)c(C)c2oc1=O	102	104	112	98	98	110	100	99
COc1ccc(/C=C/c2nc3ccccc3c(=O)n2-c2ccc(C#Cc3ccc(C(C)(C)C)cc3)cc2C)c(OC)c1	53	110	109	97	101	75	105	97
O=Nc1c(O)[nH]c2ccc(Cl)c(Cl)c12	92	105	111	101	98	111	94	112
O=C(Nn1c(NCC(=O)N2c3ccccc3Sc3ccccc32)nnc1-c1ccc(O)cc1)c1ccc(Cl)cc1	79	96	111	100	91	94	94	97
C#CCOC(=O)c1cc2c3ccccc3oc(=O)c2c2nc3ccccc3n12	96	102	117	93	111	101	100	96
O=C(CC(=O)C(F)(F)F)c1ccccc1	94	107	105	99	103	112	108	98
C/C(=N\N=C1/C(=O)Nc2ccccc21)c1ccc2c(c1)Nc1ccccc1S2	64	56	53	55	58	60	65	72
O=C(/C=C/c1cccc([N+](=O)[O-])c1)c1ccccc1	94	86	103	104	/	79	98	103
CCOc1ccccc1/C=N\Nc1ccc(S(=O)(=O)c2ccc(N/N=C/c3ccccc3OCC)cc2)cc1	87	93	109	88	93	95	94	91
Cc1ccnc2c(OCc3ccccc3)cccc12	97	115	97	92	90	93	100	104
CCOc1ccc(-c2cc(-c3cc(C(C)C)c(O)cc3C)nn2-c2ccc(S(N)(=O)=O)cc2)cc1	42	36	35	44	36	28	49	12
CCOC(CN1CCN(CC(C)C(=O)c2ccccc2)CC1)c1ccccc1 (stereo unspecified)	94	104	112	113	93	90	98	111
Cn1ccc2c1-c1oncc1CCC2	97	100	124	110	96	100	97	98

(next part)
SMILES	PC-3	OVCAR-8	DU-145	SF-268	SF-295	U251	SNB-19	SF-539
O=C1CCC(c2ccccc2)O1 (stereo unspecified)	89&82	102&98	108&103	94&102	103&104	101&91	107&97	99&98
CCOC(=O)Oc1ccc([N+](=O)[O-])c(C=O)c1	89	105	122	111	115	114	104	102
CCCCOC(=O)c1ccc(NC(=O)C(C)N(CC)CC)cc1 (stereo unspecified)	74	94	109	89	67	77	90	92
COC(=O)C(CCC(=O)CCl)N1C(=O)c2ccccc2C1=O (stereo unspecified)	60	59	88	57	/	47	100	65
O=C1COCCN1c1ccc(Nc2nc(Cl)nc(N3CCOCC3)n2)cc1	97	98	102	99	94	101	96	97
CC(CCN1CN(CCC(C)CC(C)(C)C)CN(CCC(C)CC(C)(C)C)C1)CC(C)(C)C (stereo unspecified)	90	96	101	96	100	93	106	105
CC1Cc2cc(F)ccc2-n2cccc21 (stereo unspecified)	98	99	106	110	104	102	121	101
Cn1cc(-c2cc(N)n3nc(-c4c[nH]c5ccccc45)cc3n2)c2cccnc21	5.9*	28	38	82	-4.8*	20	60	-82*
O=C(Nc1cccc(Cn2c(=O)[nH]c3ccc(Oc4ncccn4)cc3c2=O)c1)Nc1c(Cl)cccc1Cl	105	107	101	97	96	106	101	101
CN1CCN(Cc2ccc(NC(=O)c3cncc(C#Cc4cnc(N)cc4C#N)c3)cc2C(F)(F)F)CC1	12	23	21	24	24	20	39	-12*
Cc1[nH]c2ncnc(Oc3ccc(NC(=O)Nc4ccc(Cl)cc4)cc3)c2c1C	82	95	102	89	98	85	96	64
O=c1ccc2nc3ccccc3sc-2c1	50	84	93	96	82	/	101	92
CCOC(=O)c1csc(NC(=O)c2ccc(Nc3ccccc3)c([N+](=O)[O-])c2)n1	/	103	112	100	94	100	93	101
COc1ccc(Nc2nc(NCCNc3ccnc4cc(Cl)ccc34)nc(N3CCOCC3)n2)cc1	44	71	68	58	/	48	78	38
O=C(CC12CC3CC(CC(C3)C1)C2)NCCOCCOCCOCCNC(=O)c1cc2c(o1)C(=O)c1ccccc1C2=O	13	12	-96*	-3.2*	-90*	-20*	-0.9*	-90*
COc1cc2c(cc1OC)C1Cc3cc(OC)c(OC)cc3C(C2)N1	102	92	118	99	60	94	104	109
O=C(Nc1cccc(-n2cc(-c3ccncc3)c(-c3ccc(O)c(Cl)c3)n2)c1)c1ccc(N2CCOCC2)c(C(F)(F)F)c1	24	31	63	63	-40*	-13*	68	-28*
COc1ccc2c(c1)c(-c1nnc(-c3cn(C)c4ncccc34)o1)cn2C	66	67	71	69	80	92	63	91
Cc1ccc(N=C2NC(=O)CS2)c(C)c1	97	105	113	98	100	102	104	112
C[C@]12CC[C@@H](O)C[C@H]1CC[C@@H]1[C@@H]2CC[C@@]2(C)[C@H]1CC[C@]2(O)C(=O)CO	89	101	105	103	97	100	111	88
CCOC(=O)c1cc(-c2ccc(Br)cc2)nc2ccccc12	94	102	96	92	104	91	96	91
O=C(Nc1ccc2ccccc2c1)c1ccccc1[N+](=O)[O-]	67	103	107	93	115	106	103	105
CN(C(=O)NCc1cccc(F)c1Cl)[C@H](COC(=O)Nc1cc2ccccc2cn1)CC(O)CO (stereo partly specified)	81	88	94	50	70	74	97	37
CC1(O)CCCCC1O (stereo unspecified)	98	105	115	106	110	104	97	97
CCC(C(N)=O)c1ccccc1 (stereo unspecified)	98	104	104	97	101	99	98	98

Remaining list, next part:
SMILES	PC-3	OVCAR-8	DU-145	SF-268	SF-295	U251	SNB-19	SF-539
Cc1ccc(C)c2c1sc1n[nH]c(=O)c(=O)n12	86	96	115	106	81	97	95	102
O=C(Nc1ccccc1C(=O)N/N=C\c1ccc2c(c1)OCO2)c1ccccc1	83	109	103	113	98	106	101	101
Cc1nc(C#N)c(N2CCC(c3nc(-c4ccc(F)cc4)no3)CC2)o1	93	101	111	99	99	101	93	97
CCCCCCCCCCCCCCCCNC(=O)C(C)O (stereo unspecified)	90	100	105	95	102	92	106	86
Cc1nc2c3c(ncn2n1)Oc1c(c(=O)[nH]c2ccc(Br)cc12)C3c1ccc(Cl)cc1 (stereo unspecified)	96	101	105	94	101	97	97	103
CN1C=C(c2ccc3ccccc3n2)C(c2c[nH]c3ccccc23)c2ccccc21 (stereo unspecified)	89	94	109	102	54	92	99	100
O=c1c(N=Nc2ccc(Cl)cc2)c(O)n(-c2ccc(Cl)cc2)n1-c1ccc(Cl)cc1	62	51	88	69	57	40	71	91
COc1ccc(-c2nnc(CNc3ccccn3)o2)cc1OC	74	95	112	102	94	94	101	94
CC(C)N(CCOC(=O)Nc1ccccc1Cl)C(C)C	74	100	105	101	104	99	99	104
CCOc1nc(-c2ccccc2)cc2c(O)c(C(=O)N/N=C/c3ccc(O)cc3O)[nH]c(=O)c12	/	14	23	16	19	21	43	16
O=C1c2ccccc2C(=O)N1c1ccccc1Cl	93	106	103	96	97	103	103	104
COc1cc(/C=C/c2nc3ccccc3c(=O)n2-c2ccc(C#Cc3ccccc3)cc2C)cc(OC)c1OC	77	109	107	94	97	91	101	95
COc1ccc2c(C3NNC(=S)N3)cc(=O)oc2c1 (stereo unspecified)	94	100	110	103	100	97	98	98
O=C(Nc1ccccc1O)c1ccc(Oc2cccc(C(=O)Nc3ccccc3O)c2)cc1	33	17	12	0.1*	-28*	12	22	7.4*
Nc1ncnc2c1ncn2[C@@H]1O[C@H](COCC[C@@H](N)C(=O)O)[C@@H](O)[C@H]1O	94	104	106	106	103	101	105	103
COc1ccc(C2=NN(C=O)C(c3sc(N4CCOCC4)nc3Cl)C2)cc1 (stereo unspecified)	93	104	107	108	96	102	95	103
Cc1csc(NC(=O)c2ccc(/C=C3\SC(=S)N(C)C3=O)cc2)n1	74	97	92	92	75	98	95	85
Nc1nc(N)c2c(ccc3c2ccn3Cc2cccc([N+](=O)[O-])c2)n1	-54*	-54*	-97*	-78*	-93*	-88*	-92*	-97*

Some of these compounds in order of count of non-hydrogen atoms, smallest number first:
SMILES	PC-3	OVCAR-8	DU-145	SF-268	SF-295	U251	SNB-19	SF-539
Nc1[nH]cnc(=S)c1N	100	111	116	110	126	109	106	100
CC1=CC(=O)c2ccccc2C1=O	108	107	113	119	109	101	101	104
COC(=O)C(CCC(=O)CCl)N1C(=O)c2ccccc2C1=O (stereo unspecified)	60	59	88	57	/	47	100	65
Cc1csc(NC(=O)c2ccc(/C=C3\SC(=S)N(C)C3=O)cc2)n1	74	97	92	92	75	98	95	85
C=CCc1c(O)c(C(=O)/C=C/c2ccc(Cl)cc2)c(OC)c2ccoc12	31	43	79	54	33	38	63	51

Random excerpt: four compounds from above.
SMILES	PC-3	OVCAR-8	DU-145	SF-268	SF-295	U251	SNB-19	SF-539
O=C(CC12CC3CC(CC(C3)C1)C2)NCCOCCOCCOCCNC(=O)c1cc2c(o1)C(=O)c1ccccc1C2=O	13	12	-96*	-3.2*	-90*	-20*	-0.9*	-90*
COc1cc2c(cc1OC)C1Cc3cc(OC)c(OC)cc3C(C2)N1	102	92	118	99	60	94	104	109
CC1(O)CCCCC1O (stereo unspecified)	98	105	115	106	110	104	97	97
COc1ccc(S(=O)(=O)n2cc(C(=O)C(=O)Nc3ccncc3)c3ccccc32)cc1F	80	69	86	82	43	77	79	69
